GLD-1 RNA inh: GLD-1/TGE RNA complex disruptors, primary screen, biochemical, fluorescence polarization. Female germline-specific tumor suppressor gld-1 (Caenorhabditis elegans), Q17339. purified GLD-1 + fluorescein TGE RNA. inhibition, % at 5.96 µM. 320,000 tested, 0.44% active. AID 2280, 2010;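 active = percent inhibition above a per-plate cutoff, the plate mean of test compounds plus 3 SD, cut at about 30% in these data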;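 note: 0% = DMSO wells with GLD-1 and probe and 100% = wells lacking GLD-1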
MEX-5 binding: MEX-5 zinc finger RNA-binding disruptors – biochemical, C. elegans, fluorescence polarization, MLPCN library, primary screen; MEX-5/FITC-TCR2 RNA binding; stronger effect = lower value; 300,000 tested, 0.38% active; AID 1832, 2009; Zinc finger protein mex-5 (Caenorhabditis elegans), Q9XUB2; activity score (negative = inhibition of binding), % at 10 µM;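 active = inhibition past about -25% in most replicates, and total fluorescence under double the plate's negative control median, limit read from the data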;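 note: 0% = DMSO and -100% = 5 µM competing unlabeled TCR2 RNA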
Target sequence (Q9XUB2 whole entry, looked up): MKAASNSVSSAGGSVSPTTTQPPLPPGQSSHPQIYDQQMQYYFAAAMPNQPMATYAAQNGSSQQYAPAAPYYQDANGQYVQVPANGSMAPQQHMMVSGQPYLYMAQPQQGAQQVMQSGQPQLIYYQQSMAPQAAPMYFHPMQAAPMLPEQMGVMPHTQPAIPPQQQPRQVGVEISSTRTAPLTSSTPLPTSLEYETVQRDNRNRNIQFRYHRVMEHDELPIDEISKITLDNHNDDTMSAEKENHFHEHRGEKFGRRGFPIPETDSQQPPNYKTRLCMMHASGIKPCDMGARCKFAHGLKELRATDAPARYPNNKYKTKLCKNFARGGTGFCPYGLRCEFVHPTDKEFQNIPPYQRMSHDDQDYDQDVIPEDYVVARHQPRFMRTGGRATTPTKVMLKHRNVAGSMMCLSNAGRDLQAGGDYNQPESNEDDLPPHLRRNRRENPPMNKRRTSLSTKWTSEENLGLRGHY
GRK2 inh: compounds blocking aptamer binding on GRK2 – biochemical, human GRK2, bead flow cytometry, HTS, primary screen; FAM-aptamer displacement from GRK2; inhibition of aptamer binding, % at 10 µM; 330,000 tested, 0.59% active; AID 488847, 2010;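 active = inhibition of aptamer binding above 40%, roughly 3 SD of noise, on plates passing a quality check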;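 note: median bead fluorescence of bound FAM aptamer so fluorescent compounds give negative values; no value below 0 was filed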
Bcl-xL primary: inhibitors of human Bcl-xL, primary screen, biochemical, fluorescence polarization, HTS | Bcl-2-like protein 1 (Homo sapiens), Q07817 | GST-Bcl-xL / FITC-Bim BH3 peptide fluorescence polarization | inhibition, % at 10.9 µM | 320,000 tested, 0.7% active | AID 2129, 2009;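 active = inhibition above the mean of all tested compounds plus 3 SD, cutoff set per campaign, cut at about 30% in these data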;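 note: 0% = DMSO wells and 100% = unlabeled Bim-BH3 peptide competitor; inhibitors lower millipolarization by displacing the labeled peptide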
Target sequence (Q07817 whole entry, looked up): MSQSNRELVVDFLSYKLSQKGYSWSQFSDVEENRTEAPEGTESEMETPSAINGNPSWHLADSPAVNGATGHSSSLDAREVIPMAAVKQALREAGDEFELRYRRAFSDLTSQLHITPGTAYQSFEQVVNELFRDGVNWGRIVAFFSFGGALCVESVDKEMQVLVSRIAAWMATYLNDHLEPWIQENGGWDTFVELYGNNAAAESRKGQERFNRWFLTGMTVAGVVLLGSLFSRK
VLA-4 inh: inhibition in human VLA-4 binding assay, primary screen, VLA-4 allosteric modulator project, MLPCN library, flow cytometry, VLA-4 expressing cells. inhibition, % (about 7 µM as worked out from the volumes in the protocol). Integrin alpha-4 (Homo sapiens), P13612. AID 2557, 2010. 330,000 tested, 0.2% active. ligand binding flow cytometry; in the data active = inhibition above about 50%
Efflux pump mplx: inhibitors of Candida efflux pumps in yeast, primary screen, S. cerevisiae, Nile Red, multiplex. S. cerevisiae Candida pump triplex. AID 485275, 2010. inhibition, % at 10 µM. 330,000 tested, 0.44% active;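 active = plate passing quality check with inhibition over a set limit, or well fluorescence over plate mean plus 4 SD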;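 note: Nile Red retained in pooled yeast measured as flow cytometry median fluorescence; 0% = buffer negative control and 100% = Enniatin B positive control; higher means more Nile Red kept so more efflux inhibition; some compounds called inactive have numbers as strong as hits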
PME-1 primary: PME-1 inhibitors via competitive probe labeling, primary screen, biochemical, fluorescence polarization, FP-Rh probe, HTS; AID 2130, 2009; inhibition, % at 5.9 µM; 320,000 tested, 0.53% active; recombinant PME-1;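 active = inhibition above the campaign mean of all compounds plus 3 SD, cut at about 26% in these data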;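 note: competitive labeling of PME-1 active site by serine hydrolase directed probe; 0% = PME-1 with DMSO and 100% = wells lacking PME-1 enzyme; inhibitors block probe labeling so polarization falls and inhibition rises; many of its hits are not listed in these tables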
Target sequence (Q9Y570 whole entry, looked up): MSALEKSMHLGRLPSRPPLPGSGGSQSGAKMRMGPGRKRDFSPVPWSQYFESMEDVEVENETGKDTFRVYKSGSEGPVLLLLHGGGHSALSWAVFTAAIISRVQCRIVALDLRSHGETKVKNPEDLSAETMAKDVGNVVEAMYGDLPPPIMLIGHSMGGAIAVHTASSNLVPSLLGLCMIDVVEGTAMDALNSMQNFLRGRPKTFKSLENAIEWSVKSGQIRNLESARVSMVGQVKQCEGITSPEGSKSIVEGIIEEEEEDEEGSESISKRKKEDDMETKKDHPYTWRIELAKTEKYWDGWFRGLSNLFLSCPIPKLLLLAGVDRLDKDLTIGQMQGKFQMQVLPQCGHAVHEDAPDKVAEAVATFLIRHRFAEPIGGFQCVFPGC
Fam108B inh: mouse Fam108B serine hydrolase inhibitors, primary screen, counter-screen for RBBP9 inhibitor project, biochemical, fluorescence polarization; recombinant Fam108B, FP-Rh probe fluorescence polarization; AID 1947, 2009; 300,000 tested, 0.33% active; inhibition, % at 9.51 µM;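 active = inhibition above the screen mean inhibition plus 3 SD, computed separately per campaign, cut at about 18% in these data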;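 note: inhibitors lower polarization as less probe binds the enzyme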
MCL1-BIM inh: inhibitors of MCL1 binding to BIM-BH3, primary screen, biochemical, fluorescence polarization; Induced myeloid leukemia cell differentiation protein Mcl-1 (Homo sapiens), Q07820; GST-MCL1 / FITC-Bim-BH3 fluorescence polarization; inhibition, % at 10.9 µM; 320,000 tested, 0.68% active;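 active = inhibition above the mean inhibition of all tested compounds plus 3 SD, set per campaign, cut at about 40% in these data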;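 note: 0% = DMSO wells and 100% = unlabeled Bim-BH3 peptide control; higher means more loss of mP so more displacement of Bim peptide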
The depositor's hits bear a star; . = no result given. This is a subset; count on the stated rates, not on these rows.

SMILES | GLD-1 RNA inh | MEX-5 binding | GRK2 inh | Bcl-xL primary | VLA-4 inh | Efflux pump mplx | PME-1 primary | Fam108B inh | MCL1-BIM inh
CCOc1ccccc1C1CC(=O)Nc2c1c(=O)n(C)c(=O)n2C (stereo not given) | 3 | -0.7 | 0 | 0 | 18 | 0.2 | 0 | -2 | -1
CCN(CC)CCn1c2ccccc2c2nc3ccccc3nc21 | 5 | -0.4 | 1 | 10 | 2 | 0.3 | -6 | 0 | 10
O=C(C1CCCN(S(=O)(=O)Cc2ccccc2)C1)N1CCC(Cc2ccccc2)CC1 (stereo not given) | 1 | -1.4 | 0 | 3 | -8 | 0.1 | -4 | 2 | -3
O=C(CN(C1CCCCC1)S(=O)(=O)c1ccc(F)cc1)NCc1ccncc1 | 8 | -0.8 | 4 | 0 | 7 | 0.0 | 5 | 1 | 3
COc1ccc(CN2CCN(S(=O)(=O)c3ccc(NC(C)=O)cc3)CC2)cc1OC | 2 | -5.3 | 0 | 2 | 31 | 0.2 | -1 | 3 | -2
Cc1csc(=Nc2c(C)n(C)n(-c3ccccc3)c2=O)n1Cc1ccccc1 | 4 | 3.3 | 2 | 7 | 2 | 0.0 | 2 | 1 | 5
c1ccc2c(c1)ccc1ncccc12 | 5 | 2.0 | 0 | 0 | 4 | -0.1 | 1 | 2 | 0
COC(=O)[C@@H](NCc1cccc(CN[C@H](C(=O)OC)c2ccccc2)c1)c1ccccc1 | 4 | 2.4 | 1 | 9 | 7 | 0.0 | 6 | 1 | 7
Cc1ccccc1-n1nc2c(c1NC(=O)c1ccco1)CS(=O)(=O)C2 | 0 | -0.9 | 0 | 6 | 2 | -0.1 | 5 | 2 | 8
COc1cc(OC)cc(OC(=O)C2CCN(C3=NS(=O)(=O)c4ccccc43)CC2)c1 | 5 | . | 0 | 6 | 1 | 0.2 | 2 | . | -1
COc1ccc(C(=O)N2CCN(S(=O)(=O)c3cc(Cl)ccc3OC)CC2)cc1 | 0 | -1.2 | 2 | -4 | -11 | 0.0 | 4 | 4 | -8
CCCCNC(=S)Nc1ccccc1Cc1ccccc1 | 4 | -0.9 | 2 | 7 | 5 | -0.3 | -2 | 0 | 6
O=C(OCC(=O)N1N=C(c2ccc(Cl)cc2)CC1c1ccco1)c1ccco1 (stereo not given) | 1 | 0.1 | 5 | -1 | 2 | 0.0 | 2 | -3 | -6
CCC(C)Sc1nc2c(c(=O)[nH]c(=O)n2C)n1CCc1ccccc1 (stereo not given) | 0 | 1.9 | 1 | 1 | 9 | 0.1 | 14 | -7 | 7
O=C(NNS(=O)(=O)c1ccccc1F)c1sccc1-n1cccc1 | 2 | -0.1 | 0 | 4 | 5 | 0.0 | -6 | -2 | 11
COc1ccc(S(=O)(=O)N2CCOC23CCN(S(=O)(=O)c2cc(C)ccc2OC)CC3)cc1 | 3 | -1.4 | 1 | -3 | -4 | -0.1 | -2 | 1 | -11
Fc1ccccc1OCCn1c(=S)[nH]c2ccccc21 | 3 | -0.9 | 1 | -19 | 1 | 0.0 | 3 | 5 | -3
O=S(=O)(c1ccc(S(=O)(=O)N2CCN(C/C=C/c3ccccc3)CC2)cc1)N1CCCC1 | 1 | -0.6 | 1 | 5 | 5 | 0.0 | -4 | 3 | 7
COCC(=O)N1CCC(Oc2cccc(C(=O)NCc3ccccn3)c2)CC1 | -4 | 1.5 | 0 | 3 | 22 | 0.0 | 1 | -7 | 4
COc1ccccc1NC(=S)NCCc1ccc(F)cc1 | 7 | 0.1 | 3 | 4 | 5 | 0.0 | 1 | 1 | 11
CC(C)=CC(=O)N1CCC(N2CCC(C(=O)NCC3CCCO3)CC2)CC1 (stereo not given) | 1 | -0.6 | 1 | 9 | . | 2.5 | 9 | 4 | 3
O=C(NNC(=O)c1ccc(S(=O)(=O)N2CCCCC2)cc1)c1ccccc1 | -2 | 0.1 | 1 | 3 | -3 | 0.0 | -3 | -2 | -1
O=C(NCc1ccccc1)c1cnc2n(c1=O)CCS2 | -5 | -1.9 | 1 | 6 | 2 | 0.0 | 5 | 1 | 18
Cc1oc(-c2ccccc2Cl)nc1CS(=O)CC(=O)NCc1cccs1 (stereo not given) | -1 | 0.8 | 0 | 1 | 0 | -0.1 | -1 | 3 | 4
CC1CCCCC1NS(=O)(=O)c1ccc(S(=O)(=O)NCc2ccncc2)cc1 (stereo not given) | 5 | -1.2 | 1 | 3 | 13 | 0.2 | 3 | 1 | -8

More structures:
SMILES | GLD-1 RNA inh | MEX-5 binding | GRK2 inh | Bcl-xL primary | VLA-4 inh | Efflux pump mplx | PME-1 primary | Fam108B inh | MCL1-BIM inh
CCC1(CC)Cc2ccccc2C(N)=C1C#N | 0 | -0.2 | 0 | 12 | -5 | -0.1 | 0 | 3 | 8
CCn1nc(C)c(NC(=O)c2ccc(Cl)cc2)c1C | 1 | -2.4 | 4 | 1 | 27 | -0.2 | 1 | -2 | 2
CCCCn1c(SCC(=O)N2CCCC2)nc2cc(S(N)(=O)=O)ccc21 | 10 | -0.9 | 2 | -2 | 4 | 0.1 | 1 | 0 | -5
O=C(O)c1ccc2c(=O)n3c(nc2c1)/C(=C/c1ccccc1C(F)(F)F)CCCC3 | 4 | 0.5 | 0 | -2 | -4 | -0.4 | -3 | -5 | 3
O=C(CSc1nnc(-c2c[nH]c3ccccc23)o1)c1ccc(-c2ccccc2)cc1 | 0 | -0.2 | 1 | -1 | 8 | 0.1 | -11 | -15 | 2
COC(=O)CN1C(=S)N(c2ccc(Cl)cc2)C(=O)C1CC(=O)Nc1ccc(F)cc1 (stereo not given) | 5 | -1.0 | 0 | -4 | 35 | -0.5 | -5 | -1 | 4
CCN(CC)S(=O)(=O)c1cc(-c2nn(C)c(=O)c3ccccc23)ccc1C | 3 | -0.7 | 8 | 1 | -3 | 0.0 | 4 | 0 | 12
CCOC(=O)C1CCN(c2nc3c(C)cccn3c(=O)c2/C=C(\C#N)S(=O)(=O)c2ccccc2)CC1 | -2 | 1.0 | 1 | 3 | -8 | 0.0 | -4 | -8 | -5
CC(C)[C@@H]1NC(=O)c2cc([N+](=O)[O-])cc(I)c2NCCC[C@@H](C(N)=O)NC(=O)[C@H](CO)NC1=O | -3 | . | 2 | 7 | 1 | -0.1 | -3 | -1 | -4
COc1ccccc1N(Cc1ccccc1)S(=O)(=O)c1cccc(C(=O)Nc2ccc(C)cn2)c1 | 1 | -2.0 | 1 | 7 | 16 | 0.1 | -16 | -9 | 5
COCCN(CC(=O)Nc1ccccc1C)S(=O)(=O)c1ccc(S(=O)(=O)N2CCCC2)cc1 | -4 | 3.6 | 0 | 8 | -30 | 0.0 | 1 | -2 | 9
COc1ccc(-c2nnc3sc(C(C)N4C(=O)c5ccccc5C4=O)nn23)cc1 (stereo not given) | 0 | 0.1 | 1 | -5 | 8 | 0.0 | 0 | -4 | -4
O=C(O)CSCC(=O)N1CCCN(c2ccc(C(F)(F)F)cn2)CC1 | . | 0.7 | 0 | . | -9 | 0.1 | . | . | .
Nc1nc2ncc(CNc3ccc(C(=O)N[C@@H](CCC(=O)O)C(=O)O)cc3)nc2c(=O)[nH]1 | 3 | -3.7 | 11 | 14 | -8 | -0.2 | 5 | 8 | 11
C=CCNC(=O)/C(=C\c1ccc2c(c1)OCO2)NC(=O)c1ccc(Br)cc1 | 30 | 0.0 | 0 | 0 | 3 | -0.1 | -7 | -1 | 5
O=C(NCCN1CCC(Cc2ccccc2)CC1)C1CCCN(S(=O)(=O)c2cnc[nH]2)C1 (stereo not given) | 5 | 2.2 | 0 | 2 | 0 | 0.1 | -4 | 1 | 4
CC1CCN(C(=O)Nc2ccc3nsnc3c2)CC1 | 5 | -3.8 | 3 | 9 | 36 | 0.0 | 2 | 2 | 6
CCc1ccc(/C=C2/SC(=S)N(CCC(=O)Nc3ccc(C(=O)O)cc3)C2=O)cc1 | -4 | -8.3 | 0 | 189* | 4 | -0.2 | -9 | -1 | -2
CCOC(=O)c1cc2c(ccc3nc(C)c(C)c32)[nH]c1C | 4 | -7.5 | 0 | 9 | 3 | 0.1 | 6 | -4 | 11
COCCN(CC(=O)NCc1ccc(F)cc1)C(=O)CCC(=O)Nc1nccs1 | 3 | 1.3 | 3 | -3 | 2 | -0.1 | 2 | -3 | 0
Cc1ccc(C)c(NC(=O)CSc2nc3ccccc3nc2N2CCOCC2)c1 | 3 | 0.3 | 0 | 5 | 8 | -0.1 | -3 | 4 | 1
Cc1ccc(C(=O)Nc2ccc(S(=O)(=O)N3CCN(C)CC3)cc2)cc1 | -6 | -0.4 | 0 | 4 | 0 | -0.1 | -2 | 3 | 8
CCOc1ccc(N=C2NC(=O)S/C2=C\c2ccc(O)cc2)cc1 | -24 | -0.3 | 1 | 1 | 14 | -0.1 | 5 | 16 | -2
O=C1CC(N2CCN(C3CCc4ccccc4C3)CC2)C(=O)N1c1ccccc1 (stereo not given) | 6 | -3.7 | 0 | 8 | 11 | 0.0 | -8 | 0 | 1
CCCCCC1CCC(C(=O)NNC(=S)NCC)CC1 (stereo not given) | 3 | 0.1 | 0 | 4 | -11 | -0.1 | -7 | 0 | 4

Following part:
SMILES | GLD-1 RNA inh | MEX-5 binding | GRK2 inh | Bcl-xL primary | VLA-4 inh | Efflux pump mplx | PME-1 primary | Fam108B inh | MCL1-BIM inh
CC1CN(C)C(C)CC1OC(=O)C(c1ccccc1)c1ccccc1 (stereo not given) | -2 | -0.8 | 0 | 4 | 9 | -0.2 | -4 | 1 | -4
CCN1CCN(C(=S)c2ccc(Br)cc2)CC1 | 1 | 0.0 | 2 | 10 | 0 | -0.1 | 4 | -2 | 4
CC(=O)Nc1cccc(-n2nnc(SCC(=O)Nc3ccccc3)n2)c1 | -1 | 0.5 | 0 | 4 | -1 | 0.2 | -4 | 2 | 0
O=C1C(Oc2ccc(Cl)cc2)C(c2ccc3c(c2)OCO3)N1CC1CCCO1 (stereo not given) | 4 | -1.3 | 0 | 6 | -10 | -0.1 | -1 | 1 | 16
Nc1nc(-c2ccco2)nc(N2CCCCC2)n1 | 6 | 0.2 | 4 | 5 | 6 | 0.1 | -3 | 4 | 3
COc1cccc(OC)c1C(=O)N1CCNCC1 | 3 | 4.1 | 0 | 3 | 6 | 0.1 | -5 | -3 | -1
Cc1cc(C(C)(C)C)cc(C)c1COC(=O)C1CCC(=O)N1 (stereo not given) | 5 | 2.2 | 0 | 10 | 3 | 0.0 | 1 | -6 | 0
Cc1cc([N+](=O)[O-])c(C)cc1-c1ccc(/C=N/n2cnnc2)o1 | . | -17 | 0 | . | 4 | 0.0 | . | . | .
CCc1nc2ccccc2c(C(=O)Nc2ccc(C)cc2)c1C | . | 0.4 | 1 | . | -3 | -0.1 | . | . | .
